Screening data as filed in PubChem.
sPLA2-III inh: Blocks human group III sPLA2 activity | Q9NZ20 | QFRET BODIPY PC-A2 liposome hydrolysis, fluorescence | inhibition, % at 12.2 µM | 0.56% of 370,000 active;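 active = inhibition above mean plus 3 SD of compounds lying within the high and low control bounds, cut at about 19% in these data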;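 also: 0% = median of test compound wells and 100% = no enzyme DMSO wells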
GC-B act: GC-B (human) receptor activation; P20594; HEK293-GC-B cells, CNP EC30, cGMP TR-FRET; 0% at EC30 CNP, 100% saturating CNP; activation, % at 10 µM; 0.11% of 370,000 active;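 active = activation at 10 µM reaching about 35% in either raw or pattern-adjusted values, limit read from the data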
ssDAF12 agonist: activates DAF-12 receptor from parasite S. stercoralis; HEK293 ssDAF-12/GRIP1 lit1-tk-luc reporter, luminescence; % of 3 µM dafachronic acid response; activation, % at 6.8 µM; 1% of 370,000 active; AID 652126;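 active = activation above the mean over all tested compounds plus 3 SD, cut at about 0.9% in these data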;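 also: 0% = DMSO-only wells and 100% = 3 µM delta7-dafachronic acid wells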
DAX1 inh-1: inhibitors of human orphan nuclear receptor DAX1 (NR0B1); 0.99% of 340,000 active; inhibition, % at 6.75 µM; AID 504766; P51843; HEK293 Gal4-DAX1 luciferase reporter, luminescence;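 active = inhibition above the mean over all tested compounds plus 3 SD, cut at about 4.2% in these data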;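 also: 0% = DAX1-transfected cells with DMSO and 100% = empty-vector control cells with DMSO; inhibition shows as a rise in luminescence from relieved DAX1 repression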
Target sequence (P51843 207-470 limits assumed): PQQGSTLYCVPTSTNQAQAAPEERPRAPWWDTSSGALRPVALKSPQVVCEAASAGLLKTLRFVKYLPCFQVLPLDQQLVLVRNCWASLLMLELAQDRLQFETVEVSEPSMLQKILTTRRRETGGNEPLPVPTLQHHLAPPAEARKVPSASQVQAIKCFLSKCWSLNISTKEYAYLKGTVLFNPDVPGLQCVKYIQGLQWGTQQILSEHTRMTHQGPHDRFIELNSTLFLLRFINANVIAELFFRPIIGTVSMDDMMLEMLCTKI
ADAM10 inh: inhibits human ADAM10 | O14672 | recombinant ADAM10, EDANS/DABCYL FRET peptide cleavage, 3 h | inhibition, % at 7 µM | 0.62% of 370,000 active | AID 720582;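 active = inhibition above a per-campaign cutoff equal to the mean of compounds falling between control-based bounds plus 3 SD, cut at about 20% in these data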;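 also: 0% = DMSO wells while the 100% control is not disclosed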
Target sequence (O14672 214-748 limits assumed): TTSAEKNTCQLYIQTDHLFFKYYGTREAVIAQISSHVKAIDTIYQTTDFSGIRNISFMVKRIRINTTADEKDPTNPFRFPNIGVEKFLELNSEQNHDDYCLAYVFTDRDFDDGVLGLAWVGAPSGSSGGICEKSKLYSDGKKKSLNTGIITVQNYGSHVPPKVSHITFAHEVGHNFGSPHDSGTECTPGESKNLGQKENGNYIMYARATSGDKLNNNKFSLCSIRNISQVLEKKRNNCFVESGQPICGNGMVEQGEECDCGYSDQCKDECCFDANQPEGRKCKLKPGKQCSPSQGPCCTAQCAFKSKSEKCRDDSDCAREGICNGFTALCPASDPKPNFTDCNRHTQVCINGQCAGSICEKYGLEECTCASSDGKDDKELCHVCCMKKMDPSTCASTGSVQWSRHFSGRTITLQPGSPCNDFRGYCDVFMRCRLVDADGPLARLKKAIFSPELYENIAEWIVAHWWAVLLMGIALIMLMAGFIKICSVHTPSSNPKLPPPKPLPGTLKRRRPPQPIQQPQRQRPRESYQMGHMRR
hgDAF-12 ag: activates the H. glycines DAF-12 receptor ligand-binding domain | activation, % at 6.8 µM | 1.8% of 370,000 active | AID 687014 | HEK293 GAL4-hgDAF12 UAS-luciferase reporter, agonist luminescence; normalized to butyrate control;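 active = activation above a cutoff set at the mean of all screened compounds plus 3 SD, cut at about 10% in these data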;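 also: 0% = DMSO wells and 100% = sodium butyrate wells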
FXN GAA850 act: increases GAA850 frataxin promoter reporter activity | HEK293 lucGAA850 FXN promoter luciferase reporter, 24 h; percent of 10 µM SAHA response | activation, % at 6 µM | 0.56% of 360,000 active;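 active = activation above the average of all compounds screened plus 3 SD, cutoff fixed separately per campaign, cut at about 7.5% in these data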;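 also: 0% = DMSO wells and 100% = 10 µM SAHA wells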
DAX1 inh-2: blocks DAX1 repression of SF-1 activated StAR promoter; HEK293T StAR-luciferase reporter, SF-1/DAX-1 repression relief; 1.1% of 370,000 active; AID 652010; inhibition, % at 6.8 µM;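 active = inhibition above the mean over all tested compounds plus 3 SD, cut at about 3.6% in these data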;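 also: 0% = DAX-1 cells with DMSO and 100% = cells lacking DAX-1 with DMSO; higher inhibition means more luminescence from relief of DAX-1 repression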
hcDAF12 agonist: H. contortus DAF-12 activation, primary screen. HEK293 hcDAF-12 lit1-tk-luc reporter, luminescence; 0% DMSO, 100% Δ7-dafachronic acid. activation, % at 6.8 µM. 1.4% of 370,000 active;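 active = activation above the mean of all tested compounds plus 3 SD, cut at about 5.5% in these data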;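 also: 100% = response to 3 µM Δ7-dafachronic acid high control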
GC-A act: GC-A (human) enzyme activation; 0.14% of 370,000 active; P16066; activation, % at 10 µM; HEK293 GC-A cells, cGMP TR-FRET, EC30 ANP; 0% at EC30 ANP, 100% saturating ANP; in the data active = activation above about 40%
SMARCA2 act: SMARCA2 function activation, primary screen; AID 652017; MG213 cells, MMTV-luciferase reporter, dexamethasone, overnight; activation, % at 9.1 µM; 1% of 370,000 active; in the data active = activation above about 7.8%;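 also: 0% = vehicle wells and 100% = reference activator wells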
Numbers without * were called inactive; i = inactive; . = not tested or not shown; & = joins results of further samples. Outcome played no part in choosing rows (roughly 6.6% active in at least one column).

SMILES	sPLA2-III inh	GC-B act	ssDAF12 agonist	DAX1 inh-1	ADAM10 inh	hgDAF-12 ag	FXN GAA850 act	DAX1 inh-2	hcDAF12 agonist	GC-A act	SMARCA2 act
COc1cccc(/C=N/NC(=O)Cn2cnc3c2c(=O)n(C)c(=O)n3C)c1	-1	2	-1.0	.	0	-0.7	-1.9	-0.6	-2.0	2	1
NC(=O)Nc1ccc(C(=O)OCC(=O)N2CCCC2=O)cc1	-5	4	-1.1	0.9	8	3.5	2.1	-1.0	-0.9	-2	-1
Cc1c(C(=O)O)oc2ccc(S(=O)(=O)NC3CCCCCCC3)cc12	-4	5	-1.3	-0.8	0	4.4	2.4	0.1	1.4	-2	0
COc1cc(SC)ccc1C(=O)NCCOc1ccc(C)c(C)c1	-9	5	-0.9	1.9	13	1.1	-0.3	0.1	-2.2	9	-1
O=C(NCc1ccc(Cl)cc1)C1CCN(S(=O)(=O)c2cccs2)CC1	3	1	-0.5	1.2	-2	0.9	-1.5	-0.5	-1.6	0	-1
N=c1c(C(=O)NCc2ccco2)cc2c(=O)n3ccccc3nc2n1Cc1ccccc1	-2	8	-1.3	-0.6	-131	0.3	1.6	-0.2	-1.5	15	1
CCOC(=O)C1CCCN(C(=O)c2cc(-c3ccccc3)nc3ccccc23)C1 (centres undefined)	-2	2	-0.1	0.3	-7	1.1	1.5	-0.3	0.7	1	-2
CN(Cc1ccccc1N1CCCC1)C(=O)c1cc2ccccc2o1	2	0	-0.2	1.9	-95	0.1	-1.6	-1.0	2.4	-1	0
O=C(/C=C\c1ccco1)NC(=S)Nc1ccccc1O	2	4	-1.1	1.2	0	7.7	4.5	1.1	1.8	2	1
CCCC1CC(CSC(=N)N)OC1=O (centres undefined)	3	-2	-0.9	-0.3	-7	2.5	2.5	-0.2	-0.2	6	0
CC(C)n1cnc2c(NCc3ccccc3)nc(NCc3ccccc3)nc21	-5	11	-1.4	-1.0	15	-3.0	1.7	-0.3	-1.5	4	0
Cc1ccc(C2CCC3(CCC(=O)N3CCOC(=O)Nc3ccc(F)cc3)CC2)cc1 (centres undefined)	12&2	-2&-13	-0.9&-0.5	.	2&0	2.3&4.5	.	-1.5&0.3	-1.9&-0.8	1&-13	-5&-1
Cc1ccccc1OCCC(=O)OCC(=O)Nc1c(C)nn(-c2ccccc2)c1C	-2	0	-0.6	0.9	-1	1.3	0.5	-1.0	-0.1	3	-2
Cc1cc(C)cc(NC(=O)Nc2cc(-c3ccccc3)nn2C)c1	-3	-18	-0.9	0.9	18	-0.7	2.5	0.8	-0.4	-11	-5
CN(C(=O)c1cccc(NC(=O)Cc2ccc(NC(=O)C3CCN(C(=O)C4CCCCC4)CC3)cc2)c1)C1CC1	-18	2	-1.3	-1.1	1	-1.7	-1.2	1.8	1.0	5	-3
COc1cc(C(=O)NCC(c2ccco2)N(C)C)cc(OC)c1OC (centres undefined)	4	-1	-1.1	0.5	-14	1.3	2.1	-0.4	-1.9	3	-2
COc1ccccc1NC(=O)CCNS(=O)(=O)c1ccc2[nH]c(=O)oc2c1	-6	3	-0.8	-0.5	-5	2.3	-1.4	-0.1	0.2	-6	-1
COCCN1Cc2cccc(C(=O)NCc3ccccc3OC)c2C1=O	2	6	-1.9	0.1	10	-1.1	0.8	-1.3	-1.8	0	-3
Cc1ccnc(N2CCC(C(=O)NC3CCCCCC3)CC2)n1	-4	7	-1.1	0.1	-28	-0.4	-1.4	-0.6	-0.3	4	1
O=C(CCC1CCCN(C(=O)c2ccc3cc[nH]c3c2)C1)N1CCN(c2ccccn2)CC1 (centres undefined)	-19	-1	-1.4	-2.1	-17	-2.4	0.2	-0.5	-0.6	3	-1
CC(=O)c1ccc(OCCCC(=O)NCCc2ccc(C(F)(F)F)cc2)cc1	-3	2	-1.5	-1.7	10	2.1	-1.1	-0.4	-1.2	-1	-2
COc1cc(/C=C2\C(=O)ON=C2c2ccccc2)cc(OC)c1OC	0	4	-0.9	1.8	-9	2.4	-3.0	-0.4	0.4	6	-4
O=S(=O)(Nc1ccc(-c2ccccc2)cc1)c1ccccc1	-43	-2	-1.2	0.1	12	-2.0	1.3	-0.6	-0.4	5	-1
O=C(CCl)N1CCN(S(=O)(=O)c2ccc3ccccc3c2)CC1	0	-2	-1.4	-0.8	-3	-0.7	-7.8	-0.6	-2.6	-5	-3
Cc1cccn2c(=O)c3cc(C(=O)N(C)C)n(C)c3nc12	3	1	-0.7	-0.6	i	0.1	1.0	-1.0	-1.8	2	-2
COC(=O)[C@@]1(C)[C@H]2C(=O)N(Cc3ccccc3)C(=O)[C@H]2[C@H]2CN=C(SCc3ccc(C)cc3)N21	-10	3	-0.5	0.0	0	-0.9	10*	-0.5	-0.9	3	-2
CCC[C@H]1[C@@H](OC(=O)NCc2ccc(Cl)c(Cl)c2)CC[C@@]23CCCN2C(=O)CCC[C@@H]13	2	-28	-2.6	.	-2	1.8	.	.	-3.9	-33	.
OC(c1ccc(Cl)c(F)c1)c1ncc(-c2ccccc2Cl)[nH]1 (centres undefined)	-2	-2	-0.9	.	8	1.3	0.2	0.1	-1.0	-3	-2
O=C(COc1ccccc1)Nc1ccncc1Cl	-4	-3	-0.3	0.6	-1	4.4	1.3	0.3	0.1	2	4
Nc1nccc(-c2cccs2)n1	-2	-2	-1.8	-1.2	-8	-1.0	0.8	0.0	1.3	7	3
O=C(NC1CC2CCCC(C1)N2Cc1ccccc1)c1ccc([N+](=O)[O-])cc1 (centres undefined)	-5	4	-1.0	-1.5	3	-2.3	0.0	0.0	0.3	-1	0
CN(C)S(=O)(=O)c1cccc(NC(=O)COC(=O)/C=C/c2ccc(Br)o2)c1	-16	-4	-1.3	0.9	-1	3.9	1.8	0.8	-0.2	0	2
O=C(NC12CC3CC(CC(C3)C1)C2)c1ccc(=O)oc1	-1	-3	-1.0	-0.2	-6	0.5	2.5	-0.6	-1.6	2	0
Cc1cccc(NC(=O)COc2ccc(Br)cc2C)n1	0	1	-0.3	1.6	-9	6.3	2.4	2.4	1.8	-3	6
O=C(CC1C(=O)NCCN1Cc1c(F)cccc1Cl)NCCCOc1cccnc1 (centres undefined)	-1	1	-1.9	0.0	-8	1.6	5.2	1.4	-1.0	1	0
Cc1ccc(Sc2c(C)nn(C(=O)c3cccc(S(=O)(=O)N4CCOCC4)c3)c2C)cc1	5	1	-1.4	0.2	4	0.1	-0.2	0.6	-1.2	-3	-3
CC1CCN(C(=O)c2ncn3c2C(=O)N[C@H](C)C3)CC1	8	5	-0.7	.	-9	-1.8	.	0.4	-0.8	2	-2
Cc1csc2nc(O)c(C(=O)NCCN3CCOCC3)c(=O)n12	1	-1	-1.3	0.9	2	-0.1	-1.3	0.1	-1.1	-1	-1
c1ccc2occc2c1	2	2	-1.1	4.3*	-8	-0.1	-2.0	0.0	1.7	2	2
Cc1ccccc1C(=O)NC1CCN(C(=O)Nc2ccc(F)cc2)CC1	4	0	-1.2	1.5	-1	-0.2	1.2	-0.1	1.0	-2	-2
Cc1nnc(SCC(=O)NC2CCCCCC2)n1N	4	4	-1.3	-0.3	-21	-0.9	0.8	-1.4	-0.6	2	-1
CNC(=S)NNc1nc(C)cc(C)n1	8	3	-1.1	3.5	-18	-0.8	3.2	-0.4	-2.2	4	-6
O=C(C1CC1)N1CCc2cc(Br)cc(S(=O)(=O)NCCCN3CCCCC3)c21	-7	5	-1.0	0.5	-3	0.8	1.4	0.6	-1.4	-5	-1
COc1ccccc1N(CC(=O)NCCSCc1cccc(C)c1)S(=O)(=O)c1ccccc1	-8	0	-1.9	-0.5	9	-4.4	-0.9	-3.6	-0.7	-3	-2
CCC(=O)NCCc1nc2ccccc2n1Cc1ccc(C)cc1	4	-4	-0.6	-0.1	-6	-1.7	-1.5	-0.2	-1.1	6	-4
CCc1ccccc1NNC(=O)CCc1ccccc1	2	-8	-1.4	0.4	3	-2.1	0.6	-0.2	0.8	5	-2
CCCCOc1ccc(C(=O)Oc2cccnc2)cc1	-4	6	-0.5	2.3	-8	2.2	-2.1	-0.3	1.3	4	-1
COc1ccc(CCNC(=O)CC(NC(=O)c2ccccc2Cl)c2ccccc2)cc1 (centres undefined)	-8	2	-0.9	-1.3	0	-3.6	-1.8	-0.2	2.8	0	-2
Cc1cc(F)c(F)c(C(=O)N2CCOCC2)c1Cl	4	0	-1.5	0.6	5	-2.0	-0.7	0.7	-0.4	-3	0
CCOC(=O)COc1nc(-c2ccccc2)cc(-c2ccco2)c1C#N	2	2	-0.7	0.8	-113	-1.9	-0.1	-0.6	0.0	4	-1
O=S(=O)(c1ccc(NC(=S)N2CCN(c3ccccc3F)CC2)cc1)N1CCOCC1	1	5	-2.0	-1.1	-9	-2.1	-0.7	-0.2	-2.0	-3	-5
C=CCN1C(=O)[C@H](CC(=O)N2CCN(C(=O)C3CC3)CC2)[C@@]2(C(=O)OCC)CCCC=C12	-1	-2	-0.6	.	-2	3.5	.	-0.7	-0.6	-2	-2
COc1ccc(NC(=O)CSc2ccc(-c3cccnc3)nn2)c(OC)c1	6	1	-0.3	0.8	-13	0.2	1.4	0.1	0.2	-3	0
Cc1c(NC(=O)[C@@H](NC(=O)c2ccc(Cl)c([N+](=O)[O-])c2)C(C)C)c(=O)n(-c2ccccc2)n1C	1	4	-1.3	-1.1	-4	2.8	-1.4	-0.6	-0.2	-1	0
COc1ccc(NC(=O)CCNS(=O)(=O)c2cc(Br)cnc2N)cc1OC	-5	1	-1.5	1.0	-8	1.9	-0.2	-0.5	0.3	4	1
O=C(NCC(=O)N(c1cccnc1)C(C(=O)NC1CCCC1)c1cccs1)c1ccco1 (centres undefined)	0	-1	-0.9	1.9	0	-0.9	3.6	-0.8	-1.4	-5	4
CC(=O)n1c(-c2ccccc2)c(-c2ccccc2)n(C)c1=O	19	1	-1.7	3.4	-170	-2.8	-0.2	-0.3	-1.6	-2	-5
O=C1/C(=C/c2ccncc2)SC(=S)N1N1CCOCC1	0	0	-1.1	-0.4	-7	-1.9	1.1	-0.3	-1.8	-5	-1
O=Cc1cnc(N2CCCCC2)s1	-1	-1	0.0	7.1*	5	1.2	2.7	0.8	-1.1	3	4
CC(C)(C)NC(=O)c1cnn2c1NC(c1ccc(F)cc1)CC2C(F)(F)F (centres undefined)	0	0	-1.3	0.0	-4	-2.0	2.0	0.8	2.0	2	-1
CC1CC=C(O)C12OCC(C)(C)CO2 (centres undefined)	10	1	-1.2	-0.6	-5	-1.0	1.6	-0.2	-0.3	-1	-2
COc1ccc(C)cc1NC(=O)C1CCN(C(=O)c2ccco2)CC1	1	0	-0.9	-0.3	4	-2.4	0.1	0.1	-1.1	-4	-1
